# Compound activity as filed in PubChem.
# UDG counterscr: UDG inhibition counter-screen | AID 1347430 | 91,000 tested, 0.14% active | FRET deamination/UDG coupled assay, UDG read, 4 h | Potency, µM (doses to about 115 µM), inactives show top-dose activity change, negative = inhibition, hits mostly inhibitors; note: nearly all actives have a fitted effect of over 65% in size
# AID inhibitor: activation induced cytidine deaminase inhibition; AID deamination FRET fluorescence, UDG-coupled, 4 h; Potency, µM (titrated, usually from 115 µM), for inactives: at the top dose activity change, negative = inhibition, hits mostly inhibitors; 91,000 tested, 0.32% active; AID 1347428; note: nearly all actives have a fitted effect of over 25% in size
# Target sequence (Q9GZX7 whole entry, looked up): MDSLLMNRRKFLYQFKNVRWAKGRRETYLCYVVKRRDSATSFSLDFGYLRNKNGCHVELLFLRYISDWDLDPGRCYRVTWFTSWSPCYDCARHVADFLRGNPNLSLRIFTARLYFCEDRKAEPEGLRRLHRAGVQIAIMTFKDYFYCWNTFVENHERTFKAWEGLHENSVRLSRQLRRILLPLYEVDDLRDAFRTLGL
# Starred values were filed as active, the others as inactive; ? = inconclusive; & = joins results of further samples; [ ] = another dose, or the depositor's remark. Calls come from the whole dose curve; as a rule, active = well fitted curve in the direction sought with a large enough effect; inconclusive = small, poorly fitted or top-dose-only effect, or another doubt; inactive = no such curve, though single readings can be large; an effect the other way counts as inactive or inconclusive. % is set by controls: 0 for no effect and ±100 for the full control effect; potency is the fitted concentration of half-maximal effect. A portion of the library, so the mix of outcomes need not match the whole.
SMILES,UDG counterscr,AID inhibitor
Cc1ccc2c(=O)cc(C(=O)Nc3c(C(=O)c4ccc(F)cc4)oc4ccccc34)oc2c1C,-6%[57.5 µM],6%
COc1ccccc1C(=O)N(Cc1nc(-c2cccc(C)c2)no1)C(C)C,-3%,-15%
COc1ccc(S(=O)(=O)NCCc2csc3nc(-c4ccc(OC)c(OC)c4)nn23)cc1C,5%[57.5 µM],2%
Cc1oc(-c2ccccc2)nc1C12CC3CC(CC(C3)C1)C2,14%,12%
CCc1cccc(-n2nnc(-c3nsc(NC(=O)c4cccc(OC)c4)n3)c2C)c1,-10%,2%
COc1ccc2cc(CNc3ccccc3)c(=O)n(CC(=O)Nc3ccc(C(C)=O)cc3)c2c1,-5%,1%
Cc1c(Cl)cccc1NC(=O)C12CC3CC(CC(C3)C1)C2,3%,2%
Cn1c(=O)c2sccc2n2c(CCC(=O)NCc3ccc(F)cc3)nnc12,-7%,-5%

# Quoted at random: three records from the list.
SMILES,UDG counterscr,AID inhibitor
Cc1ccc2c(=O)cc(C(=O)Nc3c(C(=O)c4ccc(F)cc4)oc4ccccc34)oc2c1C,-6%[57.5 µM],6%
COc1ccc2cc(CNc3ccccc3)c(=O)n(CC(=O)Nc3ccc(C(C)=O)cc3)c2c1,-5%,1%
Cc1oc(-c2ccccc2)nc1C12CC3CC(CC(C3)C1)C2,14%,12%

# Remaining list, next part
SMILES,UDG counterscr,AID inhibitor
Cc1cc(C(=O)CSc2nnc(CN3CCCC3)n2-c2ccccc2)c(C)n1C,-4%,-1%
CC(C)=CCS(=O)(=O)Cc1cccc2ccccc12,-8%,2%
Cc1noc(-c2ccc(N3CCCCC3)c([N+](=O)[O-])c2)n1,-12%,?
COc1ccc(CC(=O)Nc2nc3c(s2)CC(C(C)(C)C)CC3)cc1 (stereo not given),33%[activator],-4%
O=[N+]([O-])c1ccc(CON=C2CCC3(CC2)OCCO3)cc1,1%,-3%
COc1ccc(C(=O)Nc2nnc(S(=O)(=O)N3CCN(c4ccc(C)cc4)CC3)s2)cc1,-2%,2%
O=C(c1ccc(Cl)cc1Cl)C(Br)C(O)C(Cl)(Cl)Cl (stereo not given),-1%,-11%
CC(C)(C)C(=O)Nc1ccc(C(=O)Nc2ccc(NC(=O)c3ccc(NC(=O)C(C)(C)C)cc3)c(Cl)c2)cc1,13%,10%
O=C(/C=C/c1cccc(Cl)c1Cl)c1ccc(OC(F)F)cc1OC(F)F,-14%,-21%
CCOc1cc2c(cc1OCC)C(CC(=O)OC)N(C(=O)Nc1cc(C)cc(C)c1)CC2 (stereo not given),-8%,5%
CCc1c(C)nc2nncn2c1Nc1ccc(Cl)cc1,3%,4%
O=C(CSc1c2c(nc3cc(Cl)ccc13)CCCC2)N1CCN(c2ccccc2F)CC1,-19%,?
COc1ccc(Cl)cc1NC(=O)C1CCN(S(=O)(=O)c2ccc3c(c2)CC(C)N3C(C)=O)CC1 (stereo not given),6%,4%
Cc1ccc(N2CCN(C(=O)c3c(C)oc4ncn(CC(C)C)c(=O)c34)CC2)c(C)c1,?,-25%
CCOC(=O)c1c(C)[nH]c(C)c1S(=O)(=O)N1CCC(C(=O)N2CCN(c3cccc(C)c3)C(C)C2)CC1 (stereo not given),23%,13%
CCOc1ccc(OCCOC(=O)Cc2coc3cc4c(cc23)CCC4)cc1,-10%,-5%

# As a short view, 2 of the compounds above.
SMILES,UDG counterscr,AID inhibitor
CCOC(=O)c1c(C)[nH]c(C)c1S(=O)(=O)N1CCC(C(=O)N2CCN(c3cccc(C)c3)C(C)C2)CC1 (stereo not given),23%,13%
CCOc1ccc(OCCOC(=O)Cc2coc3cc4c(cc23)CCC4)cc1,-10%,-5%

# (next part)
SMILES,UDG counterscr,AID inhibitor
CC1CCC(NC(=O)CN2CCC(c3nc4ccccc4o3)CC2)CC1 (stereo not given),0%,-1%
CC(C)C1CCC(C)C(C(O)c2ccc(-c3ccccc3)cc2)C1=O (stereo not given),-6%,1%
CC(=O)c1ccc(NC(=O)c2cn(C)c(=O)c3ccccc23)cc1,-15%,84%[activator]
COC(=O)c1ccccc1NC(=O)N1CCC(N2CCN(Cc3ccc(F)cc3)C(=O)C2=O)CC1,?,-20%
CCNC(=O)NC(=O)C(C)OC(=O)c1nc(-c2ccccc2)oc1C (stereo not given),5%,-6%
CCOC(=O)c1c(NC(=O)CS(=O)(=O)c2ccc(C)cc2)sc2c1CCCCC2,25%,-2%
COC(=O)c1ccc(NC(=O)CN2CCN(S(=O)(=O)c3ccc(Br)cc3)CC2)cc1,9%,-13%
CCCc1nc(SC)ncc1C(=O)NCc1ccc(C)cc1,13%,-5%
COc1nc(Oc2ccc(=O)n(-c3ccccc3)n2)nc(N(C)C)n1,0%,4%
CCCCOc1ccc(C2c3c(oc4ccc(C)cc4c3=O)C(=O)N2CCCN(C)C)cc1OCC (stereo not given),0%[57.5 µM],-22%
CCCCn1nc(C(=O)Nc2ncc(Cc3ccc(F)cc3)s2)ccc1=O,4%,-3%
COc1ccc(CNC(=O)C(C(C)C)N2Cc3ccccc3C2=O)cc1 (stereo not given),-4%,-6%
CCN(CC)S(=O)(=O)c1ccc2c(c1)N(CC(=O)NCC(C)c1ccccc1)C(=O)CO2 (stereo not given),-1%,-9%
CC(C)(C)CC(C)(C)NC(=O)c1ccc(C#N)cc1,-6%,-2%
CCOc1cc(/C=C2/NC(=O)NC2=O)cc(Cl)c1OCc1ccc(C(=O)O)cc1,-8%,-24%
Cc1cccc(NC(=O)Cn2cc(S(=O)(=O)c3ccc(F)cc3)c(=O)c3cc4c(cc32)OCO4)c1,-11%,9%
CCn1cc(C(=O)N2CCN(c3cc(C)ccc3C)CC2)c(=O)c2cc(S(=O)(=O)N3CCOCC3)ccc21,-9%,7%
COc1ccc(Nc2c(-c3ccsc3)nc3nc(C)cc(C)n23)cc1,-10%,?
CCNC(=O)NC(=O)CSc1nnc(-c2c[nH]c3ccccc23)o1,0%,-6%
COC(=O)c1ccc(/C=C/c2cccc(C#N)c2)nc1,2%,0%
CC(=O)NC1CCN(C(=O)C2CCN(c3oc(-c4ccco4)nc3C#N)CC2)CC1,8%,0%
CCOC(=O)c1c(C)[nH]c(CCC(=O)NCc2ccc(OC)cc2OC)c1C,5%[57.5 µM],-17%
CCOC(=O)C1=C(C)NC(=O)NC1c1cn(-c2ccccc2)nc1-c1ccc(OCC)cc1 (stereo not given),-16%,?
Cc1ccc(CCNc2ncnc3onc(-c4ccc(Cl)cc4)c23)cc1,-8%,?
Cc1ccc(CN2CCCn3nc(C(=O)NCc4cc(C)ccc4C)cc3C2=O)cc1,-6%,0%
Cc1cccc(-c2nc(C#N)c(N3CCN(C(=O)c4ccc(F)cc4)CC3)o2)c1,24%,-9%
O=C1CC(C(=O)Nc2ccccc2C(F)(F)F)n2nc(SCc3ccccc3)nc2N1 (stereo not given),?,-5%
CC(NS(=O)(=O)Cc1ccccc1)C(=O)O (stereo not given),2%,-13%
N#Cc1ccc(/C=C/C(=O)c2ccc3c(c2)OCCO3)cc1,-3%,-10%
Cc1ccc(CN2C(=O)c3ccccc3Sc3ccc(C(=O)NCCCN4CCOCC4)cc32)cc1,-8%,-8%
CCC(=O)C1=C(c2ccc(F)cc2)N(C(=O)CC)n2cnnc2S1,-5%,73%[activator]
COc1ccc(-c2cc(C)no2)cc1S(=O)(=O)N1CCN(c2cccc(C)c2)C(C)C1 (stereo not given),-14%,-23%
Cc1ccc2c(c1)C(=O)OC(C(=O)Nc1ncc(Cc3ccc(C(C)C)cc3)s1)C2 (stereo not given),12%,7%
CS(=O)(=O)N1CCC(NC(=O)c2ccc3ccccc3n2)CC1,0%,-4%
COc1ccc(NC(=O)CSc2nc3ccccc3nc2N2CCCCC2)cc1,?,-9%&11%
COc1ccccc1CCNC(=O)Cc1c(C)c2cc(Cl)c(O)cc2oc1=O,-1%,6%
Cc1nn(CCC(=O)NCc2cccnc2)c(=O)c2nn(-c3ccccc3)c(C)c12,16%,-9%
COc1ccccc1CNC(=O)CN1C(=O)COc2ccc(S(=O)(=O)N3CCC(C)CC3)cc21,13%,-7%
CCc1nc2ccc(C(=O)NCCc3ccc(OC)cc3OC)cc2nc1CC,?,?
CC1CCN(S(=O)(=O)c2ccc3c(c2)N(CC(=O)NCc2ccccc2)C(=O)CO3)CC1,10%,-6%
CCN1CCOC(=O)C1CC(=O)Nc1ccc(Br)cc1 (stereo not given),10%,8%
COc1ccccc1-n1[nH]c(C)c(Cc2ccccc2Cl)c1=O,7%,0%
O=C(Cc1ccc(F)cc1)Nc1ccccc1C(F)(F)F,7%,3%
CCc1ccc(-n2ccc3nc(N4CCc5ccccc5C4)ncc3c2=O)cc1,-5%,-4%
Cc1ccc(NC(=O)c2c(NC(=O)c3ccccc3)sc3c2CCC3)cc1,51%[activator],7%
Cc1cccc(OCC(=O)Nc2ccc(S(=O)(=O)N(Cc3ccccc3)c3ccccc3)cc2)c1,-22%[57.5 µM],-19%[57.5 µM]
CC(C(=O)Nc1ccc(C(F)(F)F)cc1)N(C)C (stereo not given),3%,3%
COc1ccc(-n2nc(C(=O)Nc3cccc(Cl)c3)c3c4ccccc4n(C)c3c2=O)cc1Cl,0%,5%
CCC(C)NC(=O)Cn1c(=O)n(-c2ccc(C)c(C)c2)c(=O)c2c3c(sc21)CCCCC3 (stereo not given),3%,10%
CCOc1ccc(CNC(=O)c2ccc(Sc3ccc(Cl)cc3)c(NC(C)=O)c2)cc1,-6%,1%
O=S(=O)(c1ccccc1)c1nnn2c1nc(NCc1ccccc1)c1cc(Cl)ccc12,2%,8%
CCOc1cccc(C(=O)Nc2ccc3oc(-c4ccc(C(C)(C)C)cc4)nc3c2)c1,-17%,-20%
COC(=O)c1scc(-c2ccccc2)c1S(=O)(=O)Nc1cccc(C)c1C,17%,4%
CCN(CC)C(=O)c1ccc(O)c(OC)c1,-9%,-9%
COc1ccc(CN(Cc2ccco2)C(=O)COc2ccccc2Cl)cc1,-4%[57.5 µM],?
CCc1ccccc1Nc1cc(C(=O)NCCc2ccccc2)c2ccccc2n1,-21%[57.5 µM],-9%

# (list continues)
SMILES,UDG counterscr,AID inhibitor
O=C(Nc1sc2c(c1C(=O)NCc1ccccc1)CCCC2)c1cc(=O)c2cc(Cl)ccc2o1,-10%[57.5 µM],1%
CN(CC(=O)Nc1ccc(Cl)c(Cl)c1)Cc1ncc(-c2ccc(F)cc2)o1,-7%,-17%
Cc1c(CCC(=O)N2CCCC2)c(=O)oc2cc(O)ccc12,-6%,0%
Cc1cc(C)cc(-n2cccc2)c1,5%,2%
CCOC(=O)c1cccc(NC(=O)CCn2nc(C)c(S(=O)(=O)N3CCCCC3)c2C)c1,-2%,13%
CC(O)C(=O)Nc1ccc(C(F)(F)F)cc1 (stereo not given),5%,5%
FC(F)(F)c1cccc(CSc2cccc3cccnc23)c1,-5%,-10%
O=C(O)c1ccc(C2SCCCS2)cc1,-3%,0%
Cc1ccccc1C(=O)NCCC1=CCCCC1,-4%,-9%
Cc1cc2nc(-c3cccc(NC(=O)C(C)C)c3C)oc2cc1C,-15%,-4%
COc1ccc(OC)c(-c2nnc3n(CCc4ccccc4)c(=O)c4ccccc4n23)c1,-9%,12%
CCCN(C(=O)Cn1nc(Cc2cccnc2)c2ccccc2c1=O)c1ccc(C(C)C)cc1,-7%[57.5 µM],?
C/C(=N\OC(=O)c1c(F)cccc1F)c1ccc(F)cc1F,0%,4%
c1csc(-c2nc(NC3CCCC3)c3ccccc3n2)c1,-13%,-12%
CC(=O)c1ccc(NC(=O)c2ccc3c(c2)nnn3C2CCCC2)cc1,-20%[57.5 µM],0%
CCCN(CCC)CCNC(=O)c1cc2c(-c3ccc(Cl)cc3)nn(C)c2s1,-23%[57.5 µM],?

# Look-ups from the results shown.
# CCOC(=O)c1c(C)[nH]c(C)c1S(=O)(=O)N1CCC(C(=O)N2CCN(c3cccc(C)c3)C(C)C2)CC1 (stereo not given) in UDG counterscr shows 23%
# Cc1ccc(N2CCN(C(=O)c3c(C)oc4ncn(CC(C)C)c(=O)c34)CC2)c(C)c1 in AID inhibitor shows -25%

# New compounds follow
SMILES,UDG counterscr,AID inhibitor
CNc1c(NC(=O)c2ccc(OC)c(OC)c2)c(=O)oc2ccccc12,30%[activator],22%
Cc1ccc(-c2csc(Nc3ccc(S(N)(=O)=O)cc3)n2)cc1C,-1%,-2%
Nc1ccc(C2=CSC3=NCCCN23)cc1,-2%,5%
CCOc1ccc(C2c3c(-c4ccccc4O)n[nH]c3C(=O)N2Cc2cccnc2)cc1OC (stereo not given),-9%,-14%
CCC1CCCCN1C(=O)CSc1nc(-c2ccc(OC)c(OC)c2)cc(C(F)(F)F)n1 (stereo not given),-15%[57.5 µM],-28%[57.5 µM]
COc1ccc(C2=NC(c3ccncc3)=Nc3ccc(OC)cc3N2)cc1,-26%,-13%
O=c1c2ccccc2n(Cc2ccccc2F)c(=O)n1-c1cccc(F)c1,-5%,11%
CCOCCCNc1oc(/C=C/c2ccc(OC)c(OC)c2)nc1C#N,-11%,-15%
Cc1cccc(-n2nnnc2SCC(=O)NCC2(N3CCOCC3)CCCCC2)c1C,-3%,0%
Fc1ccc(-c2csc(/C=C/c3cccc(OCc4ccccc4)c3)n2)cc1,-2%,-4%
Cc1ccc(C)c(N2CCN(Cc3csc(C)c3C)CC2)c1,-5%,3%
C=Cc1ccc(CN2C(=O)N(c3cccc(Cl)c3)S(=O)(=O)c3ccccc32)cc1,-15%,?
CC1CCN(CCCNC(=O)c2cn(C)c3ccc(S(=O)(=O)N(C)C4CCCCC4)cc3c2=O)CC1,-1%[57.5 µM],-20%[57.5 µM]
Cc1cccc(NC(=O)C2CCCN2S(=O)(=O)c2cccc3nsnc23)c1C (stereo not given),-4%[57.5 µM],-1%[57.5 µM]
